HepG2 viability = HepG2 cytotoxicity, counter-screen for TGF-b inhibitors; HepG2 CAGA-GFP viability, ATP luminescence, 18 h; Potency, µM (series often up to 46.1 µM), for the others: at the highest dose activity change, negative = cytotoxicity, most hits filed as cytotoxic; 410,000 tested, 0.76% active; note: potency is the fitted concentration of half-maximal effect; some results filed as inactive show a strong effect at the top dose
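HepG2 CAGA-GFP cells (1000/well, DMEM with 1% FBS) received compound, then TGF-beta at 500 pg/mL final, and were incubated 18 hours at 37 degrees C. Viability was read by CellTiter-Glo luminescence. Media-only wells were set as complete cell-killing and DMSO as no toxicity.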
ATXN viability = viability counter-screen for ATXN expression inhibitors. S2 cells (HEK-293 line with an ATXN2-luciferase reporter) viability, CellTiter-Fluor protease fluorescence, 24 h. Potency, µM (top dose mostly 56.7 µM), usual class: cytotoxic. 400,000 tested, 0.49% active. AID 651635; note: potency is the fitted concentration of half-maximal effect; nearly all actives have a fitted effect of over 40% in size
ATXN2 expr inh = inhibitors of ATXN2 expression. HEK-293 ATXN2-luciferase reporter, luminescence, 24 h. 360,000 tested, 0.72% active. Potency, µM (series often up to 57 µM), inactives show at the highest dose activity change, negative = inhibition, usual class: inhibitors; note: potency is the fitted concentration of half-maximal effect; % is set by controls: 0 for no effect and ±100 for the full control effect; nearly all actives have a fitted effect of over 55% in size
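ATXN2-luciferase reporter cells (luciferase flanked by upstream and downstream ATXN2 gene portions) were treated 24 h at 37 °C with compounds at up to 57 uM. SteadyGlo luminescence gave expression; GF-AFC fluorescence gave viability.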
A549 viability = A549 cytotoxicity, counter-screen for Nrf2 inhibitors. AID 504648. Potency, µM (top dose mostly 46 µM), inactives show top-dose activity change, negative = cytotoxicity, usual class: inhibitors. A549 ARE-Fluc cells, CellTiter-Fluor viability, 18-24 h. 390,000 tested, 0.16% active; note: potency is the fitted concentration of half-maximal effect; % is set by controls: 0 for no effect and ±100 for the full control effect
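A549 ARE-Fluc cells in 5% FBS OPTI-MEM, 5000 cells/well, rested 2 h then exposed to compounds in concentration-response for 18-24 h at 37 °C. Viability by CellTiter-Fluor fluorescence (Ex 405/Em 525) after 30 min; luciferase luminescence (BugLite, 15 min, RT) read afterwards.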
Nrf2 ARE act = activates Nrf2 signaling. AREc32 ARE-luciferase reporter (MCF7-derived line), luminescence, 24 h. Potency, µM (highest dose often 46.1 µM), inactives show top-dose activation, most hits filed as activators. 410,000 tested, 0.31% active; note: potency is the fitted concentration of half-maximal effect; % of control where 0% means no effect; nearly all actives have a fitted effect of over 65% in size
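Steps: seed AREc32_Fluc cells (1000/well, 5% FBS OPTI-MEM); incubate overnight at 37 deg C; add 23 nL compound; incubate 24 hr; add Steady-Glo; hold 30 min RT; read luminescence.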
IL2 activator = activators of IL-2. activation, % (series mostly up to about 46 µM). 360,000 tested, 0.065% active. AID 652025. IL-2 activation reporter assay, cell-based qHTS; stimulated with anti-CD3/CD4/CD28 beads; in transgenic mouse T cells; in the data active = activation above about 50%; inconclusive = mostly about 30% to 49%; note: 0% is about no effect
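Quantitative HTS in unstimulated transgenic mouse T cells, with memory T cells as non-tolerant control and PMA/ionomycin as tolerance-bypass control. Compound pretreatment lasted 60 minutes before 18 h bead stimulation; EGFP/DsRed fluorescence read.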
TGFb inhibitor = blocks TGF-b signaling | HepG2 CAGA-GFP TGF-b/SMAD3 reporter, GFP fluorescence, 18 h; TGF-beta stimulated, 500 pg/mL final | Potency, µM (doses to about 46.1 µM), without a hit: top-dose activity, negative = inhibition, usual class: inhibitors | 410,000 tested, 1.2% active; note: potency is the fitted concentration of half-maximal effect; % is set by controls: 0 for no effect and ±100 for the full control effect; nearly all actives have a fitted effect of over 65% in size
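TGF-beta reporter screen: HEPG2 CAGA-GFP, 1% FBS, 500 pg/mL TGF-beta final, 18 h; per-cell GFP summed per well; curves fitted and categorized by class.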
EPAC2 ag = activates human EPAC2 exchange factor; 360,000 tested, 0.079% active; Q8WZA2; EPAC2 activation, biochemical qHTS; response scale: 100% = 6.5 mM cAMP response; AID 720711; Potency, µM (series often up to 154 µM), without a hit: at the highest dose activation, most hits filed as activators; note: potency is the fitted concentration of half-maximal effect; nearly all actives have a fitted effect of over 50% in size
Target sequence (Q8WZA2 whole entry, looked up): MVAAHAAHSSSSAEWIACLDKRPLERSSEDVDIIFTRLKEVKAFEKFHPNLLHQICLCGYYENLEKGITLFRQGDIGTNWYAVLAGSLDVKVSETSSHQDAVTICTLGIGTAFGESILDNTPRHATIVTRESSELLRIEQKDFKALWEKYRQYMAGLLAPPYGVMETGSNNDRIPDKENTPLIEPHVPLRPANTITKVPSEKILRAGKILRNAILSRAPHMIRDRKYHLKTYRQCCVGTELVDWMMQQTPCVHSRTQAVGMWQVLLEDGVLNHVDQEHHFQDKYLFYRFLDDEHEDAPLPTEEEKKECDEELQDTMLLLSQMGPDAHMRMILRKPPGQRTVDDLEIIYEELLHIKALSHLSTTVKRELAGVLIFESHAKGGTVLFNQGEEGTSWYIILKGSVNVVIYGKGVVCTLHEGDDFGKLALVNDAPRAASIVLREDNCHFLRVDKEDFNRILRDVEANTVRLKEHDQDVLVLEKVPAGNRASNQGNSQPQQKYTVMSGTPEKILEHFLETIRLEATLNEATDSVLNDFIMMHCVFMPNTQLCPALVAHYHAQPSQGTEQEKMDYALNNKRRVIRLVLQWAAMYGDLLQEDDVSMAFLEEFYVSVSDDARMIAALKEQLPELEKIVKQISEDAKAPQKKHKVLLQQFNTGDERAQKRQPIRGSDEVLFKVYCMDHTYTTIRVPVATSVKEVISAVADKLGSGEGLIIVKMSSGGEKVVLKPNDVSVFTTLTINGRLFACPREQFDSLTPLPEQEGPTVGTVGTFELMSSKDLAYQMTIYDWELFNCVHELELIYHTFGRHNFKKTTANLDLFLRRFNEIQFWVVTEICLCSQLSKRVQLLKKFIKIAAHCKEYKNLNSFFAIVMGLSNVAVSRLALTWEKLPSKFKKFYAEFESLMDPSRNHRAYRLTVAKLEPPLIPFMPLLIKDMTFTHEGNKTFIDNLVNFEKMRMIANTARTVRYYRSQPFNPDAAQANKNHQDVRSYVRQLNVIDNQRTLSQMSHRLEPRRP
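Nucleotide exchange monitored as fluorescence drop when BODIPY-GDP leaves Rap1B. Reaction: 100 nM EPAC2, 250 nM RAP1B-BODIPY-GDP, 50 uM GDP, room temperature, kinetic read over 30 min. Activity expressed relative to 6.5 mM cAMP.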
Nrf2 block = inhibitors of Nrf2 signaling; A549 ARE-Fluc reporter, luciferase luminescence, 18-24 h; Potency, µM (doses to about 46 µM), for the others: at the highest dose activity change, negative = inhibition, most hits filed as inhibitors; 360,000 tested, 2.1% active; AID 504444; note: potency is the fitted concentration of half-maximal effect; % is set by controls: 0 for no effect and ±100 for the full control effect; nearly all actives have a fitted effect of over 60% in size
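In this cell-based qHTS, ARE-driven firefly luciferase in A549 cells reports Nrf2 activity; the luminescent signal after BugLite lysis is the measured value, with a prior CellTiter-Fluor read for cell health.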
The depositor's hits bear a star; i = inactive; ? = inconclusive; / = no result given; [ ] = another dose, or the depositor's remark. Unless noted, calls come from the whole dose curve; as a rule, active = well fitted curve in the direction sought with a large enough effect; inconclusive = small, poorly fitted or top-dose-only effect, or another doubt; inactive = no such curve, though single readings can be large; an effect the other way counts as inactive or inconclusive.

SMILES	HepG2 viability	ATXN viability	ATXN2 expr inh	A549 viability	Nrf2 ARE act	IL2 activator	TGFb inhibitor	EPAC2 ag	Nrf2 block
COC(=O)N/N=C/c1cccc(OC(=O)c2ccc3c(c2)OCO3)c1	0%	/	5%	4%	0.3%	0.0	13%	14%	-7%
CCN(Cc1cc(=O)n2ccsc2n1)Cc1nc2cc(OC)c(OC)cc2c(=O)[nH]1	2%	i	3%	2%	-0.6%	0.1	7%	2%	0%
CCC(C(=O)NCc1ccc(F)cc1)n1nc(C)n2c(cc3occc32)c1=O (stereo not drawn)	-5%	i	3%	0%	-0.8%	-2.2	-9%	7%	2%
CC(=O)Nc1ccc(-c2csc(NC(=O)C3=COCCO3)n2)cc1	-25%	i	22%	1%	7.1%	-1.0	9%	4%	?
COc1ccc(-c2nnc(N3CCOCC3)c3ccccc23)cc1	1%	i	-8%	-6%	0.0%	0.0	1%	-2%	?
O=C(Nc1ncnc2c1C(c1ccccc1)c1c(ccc3ccccc13)O2)c1ccccc1 (stereo not drawn)	-19%	?	?	?	8.4%	0.0	2%	7%	?
Cn1cc(Br)c(C(=O)NNC(=O)Nc2ccccc2C(F)(F)F)n1	-21%	i	/	28%	-0.6%	1.2	?	13%	13%
O=S(=O)(NCC(c1ccc2c(c1)OCO2)N1CCOCC1)c1ccc(Cl)cc1 (stereo not drawn)	-20%	i	-8%	12%	3.1%	0.7	0%	5%	4%
CC(=O)c1c(CSc2ccccc2)oc2ccc(O)c(CN(C)C)c12	-33%	?	-30%	-5%	0.2%	-0.3	-22%	0%	0%
CC(C)N1CCCC(C)(C(=O)Nc2nc3ccccc3[nH]2)C1 (stereo not drawn)	-10%	i	8%	/	0.4%	-0.3	8%	5%	/
Cc1cc(=O)oc(C)c1C(=O)NC12CC3CC(CC(C3)C1)C2	-11%	i	1%	3%	0.2%	0.2	11%	11%	16%
Clc1ccc(-c2nnc(-c3cccnc3)o2)cc1	11%	i	43%[activator]	0%	23%	0.1	1%	10%	27%
COc1cccc(C2/C(=C(\O)c3ccc4c(c3)OCCO4)C(=O)C(=O)N2CCN(C)C)c1 (stereo not drawn)	-7%	i	14%	-1%	-0.3%	-0.2	0%	4%	9%
COc1ccc(Sc2ccccc2CN(C)C)cc1OC	-1%	i	0%	-8%	0.3%	0.0	20%	-1%	1%
CC1CC(=O)N(C)c2ccc([N+](=O)[O-])cc2N1 (stereo not drawn)	4%	i	0%	-1%	-1.4%	-1.6	22%	5%	0%
O=C(CCNS(=O)(=O)c1cccc2nsnc12)N1CCc2ccccc21	-18%	i	-1%	14%	0.0%	-3.2	-23%	-5%	/
CC(=O)c1c(C)[nH]c(C(=O)COC(=O)CN(C)S(=O)(=O)c2ccc(Cl)cc2)c1C	18%	i	-4%	1%	-0.1%	-0.4	26%	21%	-5%
COc1ccc(CCNC(=O)c2cc(C(C)C)on2)cc1OC	10%	i	9%	7%	0.2%	-0.6	11%	4%	17%
CSCC[C@H](NC(=O)[C@@H]1Cc2ccccc2CN1)C(=O)NC1CCCCC1	0%	i	4%	5%	-0.2%	0.6	9%	1%	11%
CCOC(=O)N1CCN(S(=O)(=O)c2cc(Br)cc3c2N(C(=O)CC)CC3)CC1	3%	i	-2%	-4%	-0.7%	-0.2	2%	2%	-4%
CCOC(=O)c1[nH]c(C)c(C(=O)N2CCN(c3ccc(OC)cc3)CC2)c1C	-3%	i	-19%	1%	-0.3%	-2.8	6%	0%	6%
O=C(c1ccccc1)C(O)C(c1ccccc1)N1CCOCC1 (stereo not drawn)	-2%	i	11%	3%	-0.9%	-1.4	-1%	10%	4%
COc1ccc(NC(=O)NCc2ccncc2)cc1	3%	i	8%	-4%	-0.7%	-0.9	8%	0%	14%
CCCC1(c2ccccc2)NC(=O)N(C/C=C/Cl)C1=O (stereo not drawn)	-1%	i	-6%	2%	0.0%	-2.9	-11%	-1%	-1%
CC1=C(C(=O)N2CCCCCC2)CC(CC(=O)NCCCN(C)C)C(=O)N1Cc1ccccc1 (stereo not drawn)	3%	i	4%	/	-0.9%	0.1	0%	6%	/
COc1cccc(CNC(=O)c2sc3ncccc3c2-n2c(C)ccc2C)c1OC	-88%	?	?	-14%	1.1%	/	?	/	/
CN1CCN(CCCNC(=O)c2cc3c(=O)oc4ccccc4c3s2)CC1	-8%	i	2%	-9%	0.8%	-0.6	13%	-4%	1%
Cc1ccccc1NC(=O)COC(=O)c1cc[n+]([O-])cc1	4%	i	4%	0%	0.2%	0.0	15%	-2%	9%
COc1ccc(C2NC(=O)CCC2[N+](=O)[O-])cc1OC (stereo not drawn)	-3%	i	9%	-2%	-1.1%	0.0	3%	-2%	4%
O=P(C(=NCCO)NO)(N1CCOCC1)N1CCOCC1	3%	i	/	-9%	-0.4%	-0.5	3%	4%	0%
O=C(OCc1cnc(Cl)s1)c1c(F)cccc1F	12%	i	/	-7%	-0.9%	-1.1	-2%	7%	-9%
Cc1ccc(/C=N/NC(=O)c2cccc([N+](=O)[O-])c2)o1	8%	?	3%	-10%	5.6%	0.0	-4%	1%	1%
Cc1ccc(-c2cc(C(=O)Nc3ccc(S(=O)(=O)Nc4ncccn4)cc3)[nH]n2)c(O)c1C	1%	i	-23%	1%	-1.0%	-2.7	-1%	-3%	-9%
O=C(NC1CCSc2ccccc21)c1cccc(Br)c1 (stereo not drawn)	-1%	i	33%	8%	7.7%	-0.1	5%	15%	6%
CCn1cc(C(=O)NCCc2ccc(Cl)cc2)c(=O)c2cc(S(=O)(=O)N3CCc4ccccc4C3)ccc21	-19%	i	4%	16%	-1.0%	/	?	/	17%
O=c1[nH]c(SCc2ccc(OC(F)(F)F)cc2)nc2c1CCC2	-37%	i	12%	/	0.4%	1.0	5%	3%	/
CC1CC(NC(=O)c2ncn[nH]2)CC(C)(C)C1 (stereo not drawn)	3%	i	-3%	2%	-0.5%	-1.5	8%	12%	-21%
C=C(C)C(O)Cc1c(OC)ccc(C(=O)/C=C/c2ccc(O)cc2)c1O (stereo not drawn)	-31%	?	-33%	-10%	29%	0.0	-19%	13%	-2%
Cc1ccc(NC(=O)NNC(=O)CN2C(=O)COc3ccccc32)cc1	10%	i	1%	-5%	1.9%	0.2	28%	3%	-7%
C=CCn1c(SCc2cc(C(C)=O)ccc2OCC)nc2ccccc2c1=O	-1%	?	-14%	-12%	3.4%	3.3	?	-14%	0%
CN(C)S(=O)(=O)c1ccc(/C(O)=C2/C(=O)C(=O)N(Cc3cccnc3)C2c2ccco2)cc1 (stereo not drawn)	-15%	i	-8%	6%	1.3%	0.3	11%	1%	17%
Cc1ccc(C)c(CSc2nc3ccncc3n2Cc2nc(-c3ccccc3Cl)oc2C)c1	-49%	?	-12%	?	4.5%	/	?	/	?

Some of these compounds in order of SMILES length, highest first:
SMILES	HepG2 viability	ATXN viability	ATXN2 expr inh	A549 viability	Nrf2 ARE act	IL2 activator	TGFb inhibitor	EPAC2 ag	Nrf2 block
CCn1cc(C(=O)NCCc2ccc(Cl)cc2)c(=O)c2cc(S(=O)(=O)N3CCc4ccccc4C3)ccc21	-19%	i	4%	16%	-1.0%	/	?	/	17%
CC(=O)c1c(C)[nH]c(C(=O)COC(=O)CN(C)S(=O)(=O)c2ccc(Cl)cc2)c1C	18%	i	-4%	1%	-0.1%	-0.4	26%	21%	-5%
O=S(=O)(NCC(c1ccc2c(c1)OCO2)N1CCOCC1)c1ccc(Cl)cc1 (stereo not drawn)	-20%	i	-8%	12%	3.1%	0.7	0%	5%	4%
CCC(C(=O)NCc1ccc(F)cc1)n1nc(C)n2c(cc3occc32)c1=O (stereo not drawn)	-5%	i	3%	0%	-0.8%	-2.2	-9%	7%	2%
O=C(CCNS(=O)(=O)c1cccc2nsnc12)N1CCc2ccccc21	-18%	i	-1%	14%	0.0%	-3.2	-23%	-5%	/
CC(=O)Nc1ccc(-c2csc(NC(=O)C3=COCCO3)n2)cc1	-25%	i	22%	1%	7.1%	-1.0	9%	4%	?
CC(C)N1CCCC(C)(C(=O)Nc2nc3ccccc3[nH]2)C1 (stereo not drawn)	-10%	i	8%	/	0.4%	-0.3	8%	5%	/
Cc1ccccc1NC(=O)COC(=O)c1cc[n+]([O-])cc1	4%	i	4%	0%	0.2%	0.0	15%	-2%	9%
CC1CC(=O)N(C)c2ccc([N+](=O)[O-])cc2N1 (stereo not drawn)	4%	i	0%	-1%	-1.4%	-1.6	22%	5%	0%
O=P(C(=NCCO)NO)(N1CCOCC1)N1CCOCC1	3%	i	/	-9%	-0.4%	-0.5	3%	4%	0%
O=C(NC1CCSc2ccccc21)c1cccc(Br)c1 (stereo not drawn)	-1%	i	33%	8%	7.7%	-0.1	5%	15%	6%
